Screening data as filed in PubChem BioAssay.
PglD inh – PglD (C. jejuni) enzyme inhibition | actives 0.098% (n = 360,000) | AID 602405 | purified PglD enzyme, DTNB colorimetric CoA detection | inhibition, % at 12.5 µM; in the data active = inhibition above about 16%, passing the limit was not always enough; note: strong numbers were not always called active
ERAP1 HTS inh – blocks human ERAP1 aminopeptidase activity; Q9NZ08; recombinant ERAP1, Leu-AMC fluorescence, 60 min; inhibition, % at 10.7 µM; actives 0.15% (n = 340,000); AID 652197;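 active = mean replicate inhibition of at least 30%, or all replicates individually reaching that 30% level; inactive = mean below 30% and not every replicate reaching it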;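 note: 0% = neutral control wells and 100% = L-leucinethiol positive control wells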
Target sequence (Q9NZ08 whole entry, looked up): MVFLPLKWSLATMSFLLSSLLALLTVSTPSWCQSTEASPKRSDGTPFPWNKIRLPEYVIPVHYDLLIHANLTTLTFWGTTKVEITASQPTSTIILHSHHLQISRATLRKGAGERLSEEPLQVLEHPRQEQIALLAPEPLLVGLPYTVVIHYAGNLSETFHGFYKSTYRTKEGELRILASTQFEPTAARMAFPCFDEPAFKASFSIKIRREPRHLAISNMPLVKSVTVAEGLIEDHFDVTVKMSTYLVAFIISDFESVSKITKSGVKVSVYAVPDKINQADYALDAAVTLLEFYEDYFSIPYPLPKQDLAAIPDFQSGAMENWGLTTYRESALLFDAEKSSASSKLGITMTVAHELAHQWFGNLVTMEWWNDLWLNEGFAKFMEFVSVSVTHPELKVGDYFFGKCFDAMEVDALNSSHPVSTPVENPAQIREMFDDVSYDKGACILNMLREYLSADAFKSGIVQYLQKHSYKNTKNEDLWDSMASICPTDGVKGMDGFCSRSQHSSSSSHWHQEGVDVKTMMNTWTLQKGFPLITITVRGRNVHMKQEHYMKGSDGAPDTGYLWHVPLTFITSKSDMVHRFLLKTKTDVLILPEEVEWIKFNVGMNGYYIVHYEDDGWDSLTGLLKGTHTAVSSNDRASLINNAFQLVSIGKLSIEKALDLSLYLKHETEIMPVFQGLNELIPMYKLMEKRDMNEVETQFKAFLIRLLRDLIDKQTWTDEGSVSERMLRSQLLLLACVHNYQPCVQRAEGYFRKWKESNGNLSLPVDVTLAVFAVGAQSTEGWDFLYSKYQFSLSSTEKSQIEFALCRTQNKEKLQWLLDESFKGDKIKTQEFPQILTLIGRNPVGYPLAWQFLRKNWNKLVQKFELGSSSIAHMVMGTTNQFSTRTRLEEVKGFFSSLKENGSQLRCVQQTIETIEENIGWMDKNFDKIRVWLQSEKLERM
S100A4 inh HTS – S100A4-myosin IIA interaction inhibition | actives 0.14% (n = 360,000) | inhibition, % at 10.7 µM | S100A4/TAMRA-MyoIIA peptide fluorescence polarization | P26447;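 active = mean inhibition of at least 70% across replicates, with every replicate also reaching that level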
Target sequence (P26447 whole entry, looked up): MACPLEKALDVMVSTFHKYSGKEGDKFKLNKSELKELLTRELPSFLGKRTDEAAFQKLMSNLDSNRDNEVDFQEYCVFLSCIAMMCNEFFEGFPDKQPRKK
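System – human S100A4 monomer protein, biochemical binding assay · Buffer or medium – Calcium-containing HEPES buffer, pH 7.2 · Timing – 5 min between mix addition and reading · Also added – TAMRA-labelled myosin IIA heavy-chain peptide probe, 5 nM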
FN deposit inh – fibronectin deposition inhibition; AH1F fibroblasts, Alexa488-fibronectin deposition fluorescence, overnight; inhibition, % at 12.6 µM; actives 0.086% (n = 350,000);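 active = mean inhibition across replicates of 30% or more, regardless of how many single replicates reach that level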;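 note: positive control wells lacked labelled fibronectin entirely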
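Material – AH1F fibroblast monolayer, labelled fibronectin deposition · Reagent – labelled fibronectin 24 nM · Timing – 1 h adhesion, overnight exposure · Measured by – fluorescence at 485 nm excitation, 525 nm emission · Read-out – inhibition of fibronectin deposition signal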
PAX8 reporter – inhibitors of PAX8 transcriptional activity in RMG-I cells | RMG-I TPO-luciferase reporter, SteadyGlo, 24 h | inhibition, % at 12.6 µM | actives 1.2% (n = 360,000) | AID 652154;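 active = mean replicate inhibition at least 60% with every replicate also reaching 60%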;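 note: luciferase light reporting Pax8 driven TPO promoter activity; plate controls were median of neutral control wells for no effect and mitoxantrone controls for full effect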
EWS-Fli inh – EWS/Fli transcriptional activity inhibition. actives 0.67% (n = 350,000). A673 NR0B1-luciferase reporter, viability-normalised. inhibition, % at 12.6 µM;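 active = mean inhibition of at least 50% after viability correction, with every replicate also passing that limit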;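 note: firefly luciferase signal divided by Alamar Blue viability fluorescence both relative to DMSO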
LGR2 inh – Drosophila LGR2 receptor signaling inhibition | inhibition, % at 9.99 µM | actives 0.35% (n = 380,000) | HEK293 LGR2, CRE-luciferase, bursicon-stimulated, 4 h | AID 720647;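 active = drop in luminescence signal, shown as inhibition above about 50% in the replicate tests, limit read from the data, passing the limit was not always enough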;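 note: agonist challenge used bursicon conditioned medium at about half maximal strength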
PGC1a acetyl inh – modulators of PGC1a acetylation; actives 0.17% (n = 350,000); U2OS PGC1a acetylation, AlphaScreen anti-acetyl-lysine; with virally co-expressed GCN5 acetyltransferase; AID 651687; inhibition, % at 15.6 µM;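 active = every replicate shows inhibition of at least 40%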;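 note: 0% = neutral control wells and 100% = positive control wells; some results beyond the cut were filed as inactive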
Numbers without * were called inactive; . = no result given; & = joins results of further samples.

SMILES | PglD inh | ERAP1 HTS inh | S100A4 inh HTS | FN deposit inh | PAX8 reporter | EWS-Fli inh | LGR2 inh | PGC1a acetyl inh
COc1ccccc1NC(=S)NCc1ccccc1 | -2 | -1 | 3 | -2 | 24 | 5 | -3 | .
CCOc1ccc2nc(COC(=O)c3cccs3)c(C(=O)c3ccccc3)[n+]([O-])c2c1 | . | 0 | 4 | 7 | -12 | -3 | -21 | .
CC1=NN(c2ccccc2)C(=O)/C1=C\N(O)c1ccccc1 | 3 | 2 | 1 | 2 | 10 | 4 | -14 | .
COCC(=O)N1C[C@@H]2[C@H](c3ccccc31)[C@H](CO)N2Cc1ccccc1Cl | 1 | 1 | 5 | . | 10 | 9 | -6 | -10
CC(C)CC(C)N1CCC(n2nccc2NC(=O)CCc2ccccc2)CC1 (centres undefined) | -5 | -1 | -38 | -25 | -24 | 7 | 15 | -5
CC12CC3(C)CC(C)(C1)CC(C(=O)NCc1ccccn1)(C2)C3 | -4 | 0 | -4 | 6 | 22 | -2 | -36 | 4
Cc1onc(-c2ccccc2)c1C(=O)Nc1nnc(CC(C)C)s1 | -3 | -4 | 1 | 3 | 5 | . | 0 | .
CC(=O)NC1(C)CCC2CC1C(C)=NC2(C)C (centres undefined) | . | 4 | 28 | 8 | 5 | -9 | -7 | .
COc1ccccc1C#Cc1ccc([C@@H]2[C@@H](C#N)N(C(=O)C3CCC3)[C@H]2CO)cc1 | 0 | 2 | 2 | -2 | 10 | -14 | 7 | -12
COCC(=O)Nc1ccc2c(c1)C(=O)N(C)[C@H]1CC[C@H](CC(=O)NCc3ccccc3Cl)O[C@H]1CO2 | 2 | . | . | 2 | 8 | -3 | 0 | -6
CN1CCN(CCC(=O)N/N=C/c2cc3c(cc2[N+](=O)[O-])OCO3)CC1 | -2 | 2 | 12 | . | -2 | . | -1 | .
C[C@@H]1CN([C@@H](C)CO)S(=O)(=O)c2ccc(-c3cccc(C#N)c3)cc2O[C@@H]1CN(C)Cc1ccccn1 | -7 | 2 | -8 | -4 | -16 | -5 | -11 | 5
COc1ccc(/C=N/NC(=O)c2cc(OC)c(OC)c(OC)c2)cc1CN1CCc2cc(OC)c(OC)cc2C1C (centres undefined) | . | 2 | 3 | 11 | 17 | 8 | 8 | -3
COc1ccc(-c2noc(CCC(=O)Nc3cccnc3)n2)cc1 | 4 | 2 | 1 | -11 | -3 | -28 | -14 | .
COc1ccc(NC(=O)N(C)C[C@@H]2OCCCC[C@H](C)Oc3ccc(NS(C)(=O)=O)cc3C(=O)N([C@H](C)CO)C[C@@H]2C)cc1 | -2 | 4 | 3 | . | 1 | -2 | -16 | 7
CCOP(=O)(OCC)c1nc(-c2ccc(OC)cc2)oc1N1CCOCC1 | 6 | . | -1 | 6 | 7 | 1 | -7 | 7
CCOc1ccc(C(=O)Nc2ccc(CN3CCOCC3)cc2)cc1Br | -4 | -3 | -3 | 7 | -9 | -11 | -4 | 6
CCN1CCN(CCCNC(=O)c2cc3sccc3n2CC)CC1 | 0 | -5 | -2 | 0 | -2 | -18 | -6 | -4
COC(=O)C1=CN(C2CC2)C=C(C(=O)OC)C1c1ccc(C(=O)OC)cc1 | -1 | . | . | 0 | -6 | . | . | -4
CC(C)(C)S(=O)(=O)c1cnc2c(-c3ccsc3)cnn2c1N | . | -1 | -4 | . | -92 | -8 | -73 | .

An excerpt from above, limited to S100A4 inh HTS and PGC1a acetyl inh.
smiles,S100A4 inh HTS,PGC1a acetyl inh
COCC(=O)Nc1ccc2c(c1)C(=O)N(C)[C@H]1CC[C@H](CC(=O)NCc3ccccc3Cl)O[C@H]1CO2,.,-6
CN1CCN(CCC(=O)N/N=C/c2cc3c(cc2[N+](=O)[O-])OCO3)CC1,12,.

Quoted at random: 3 entries already listed, in no set order.
SMILES | PglD inh | ERAP1 HTS inh | S100A4 inh HTS | FN deposit inh | PAX8 reporter | EWS-Fli inh | LGR2 inh | PGC1a acetyl inh
COCC(=O)Nc1ccc2c(c1)C(=O)N(C)[C@H]1CC[C@H](CC(=O)NCc3ccccc3Cl)O[C@H]1CO2 | 2 | . | . | 2 | 8 | -3 | 0 | -6
CC1=NN(c2ccccc2)C(=O)/C1=C\N(O)c1ccccc1 | 3 | 2 | 1 | 2 | 10 | 4 | -14 | .
Cc1onc(-c2ccccc2)c1C(=O)Nc1nnc(CC(C)C)s1 | -3 | -4 | 1 | 3 | 5 | . | 0 | .

(further entries)
SMILES | PglD inh | ERAP1 HTS inh | S100A4 inh HTS | FN deposit inh | PAX8 reporter | EWS-Fli inh | LGR2 inh | PGC1a acetyl inh
C[C@H]1CN([C@@H](C)CO)C(=O)c2cccc(NS(=O)(=O)c3ccc(Cl)cc3)c2O[C@@H]1CN(C)CC1CCCCC1 | 5&6 | 0&-1 | 0&-1 | 1&-1 | 13 | 0&4 | -4&1 | 4
CNS(=O)(=O)c1cccc(C(=O)OCC(=O)c2ccc[nH]2)c1 | -3 | -8 | -5 | 1 | -15 | 3 | -8 | 15
CC(Sc1nc2ccccc2s1)C(=O)c1c(N)n(C)c(=O)n(C)c1=O (centres undefined) | . | -4 | 0 | 9 | 5 | 10 | 25 | .
COC(=O)c1c(NC(=O)CCl)sc(C(=O)N2CCOCC2)c1C | -6 | -3 | 4 | -1 | 36 | 27 | -4 | .
Cc1ccc(C)c(N2CCN(C(=O)c3ccc(Cl)c(NC4=NC5CS(=O)(=O)CC5S4)c3)CC2)c1 (centres undefined) | 1 | 1 | -5 | 9 | 2 | 6 | 4 | 9
C[C@H]1CN([C@@H](C)CO)C(=O)CCCn2nncc2CO[C@@H]1CN(C)Cc1cccnc1 | -4 | 3 | -6 | 3 | . | -8 | -15 | 0
CC(C)(C)NC(=O)C(c1cccs1)N(Cc1ccc(F)cc1)C(=O)c1csnn1 (centres undefined) | . | 1 | -2 | -17 | 2 | 0 | -11 | -5
CCc1sc(C(=O)Nc2ccc(OC)c(S(=O)(=O)N3CCOCC3)c2)cc1C | 2 | 0 | 4 | 12 | 26 | 2 | 1 | .
COc1ccc2[nH]c(=O)c(CN(CC3CCCO3)C(=S)Nc3cccc(C)c3)cc2c1 (centres undefined) | . | 0 | 0 | -2 | 5 | 4 | 4 | .
CCOC(=S)SCC(=O)Nc1nc(-c2ccc(Br)cc2)cs1 | . | 0 | -2 | -22 | 59 | 40 | -1 | -9
Cc1noc(C)c1NC(=O)N[C@@H]1CC[C@@H](CCNC(=O)C2CCC2)O[C@H]1CO | 2 | -3 | 5 | . | 3 | 2 | -3 | -3
CC1(C)Cc2cccc(OCC(=O)OCC(=O)Nc3ccc(S(N)(=O)=O)cc3)c2O1 | 1 | 13 | -18 | -8 | -42 | 6 | 10 | 3
C[C@@H]1CN([C@@H](C)CO)C(=O)Cc2cc(NC(=O)Nc3cccc4ccccc34)ccc2O[C@@H]1CN(C)C | 0 | 0 | 18 | . | -10 | . | -3 | 2
CCOC(=O)C1=CN(C)CCC1=O | -4 | . | -6 | . | 1 | 0 | -1 | .
Cc1c(C(=O)Nc2nccs2)oc2c(Cl)cccc12 | . | 0 | 3 | -3 | 2 | -49 | -18 | .
Oc1cccc(/C=N\Nc2nncc(-c3ccccc3)n2)c1 | . | 0 | 2 | 0 | -78 | -66 | -83 | 6
C/C=C/c1ccc(OCCCCOc2ccccc2C(C)=O)c(OC)c1 | . | -1 | -3 | 2 | 6 | 9 | 2 | .
CC(=O)c1cccc(NC(=O)CN2CCc3cc4c(cc3C2)OCCCO4)c1 | -1 | 1 | -11 | . | . | 0 | . | -3
O=C(COC(=O)c1cccc(S(=O)(=O)NCc2ccccc2)c1)Nc1ccccc1OC(F)F | 3 | . | . | 4 | -5 | . | . | 2
CCN(CC)CCC(=O)N1c2ccccc2Sc2ccc(NC(=O)OC)cc21 | 2 | 2 | 4 | 9 | 50 | -3 | 17 | .
C[C@H]1CN([C@@H](C)CO)S(=O)(=O)c2ccc(Br)cc2O[C@H]1CN(C)C(=O)c1cccnc1 | -1&2 | -2&-2 | -1&5 | 2 | -4&-8 | 5&-19 | -9&4 | -12&-6
N#Cc1ccccc1OCC(=O)NNC(=O)CNC(=O)c1cccc(Br)c1 | 0 | -1 | 0 | -6 | 7 | 10 | 20 | .
Cc1noc(C)c1NC(=O)N(C)C[C@H]1Oc2c(NC(=O)c3ccc(-c4nccs4)cc3)cccc2C(=O)N([C@@H](C)CO)C[C@H]1C | 2 | 0 | 26 | -6 | . | -5 | -11 | -4
COc1ccc(S(=O)(=O)N(C)C[C@@H]2Oc3ccc(NS(=O)(=O)c4cccs4)cc3CC(=O)N([C@H](C)CO)C[C@H]2C)cc1 | 2 | 0 | 15 | . | . | -5 | -3 | 10
Cc1cc(C(=O)NC(C)c2ccncc2)no1 (centres undefined) | . | 1 | 0 | . | . | -9 | 4 | -1
Cc1ccc(S(=O)(=O)c2nnn3c2nc(N2CCOCC2)c2ccccc23)cc1 | -6 | -5 | -1 | 3 | -5 | . | -4 | 3
Cc1ccc(NC(=O)c2nsc(Cl)c2Cl)cc1 | . | 7 | -5 | -5 | -110 | -61 | -26 | -10
CC(C)N1C(=O)CCC1C(=O)NCCc1ccccc1 (centres undefined) | -3 | . | . | -1 | . | . | -6 | -19
CC(=O)Nc1ccc2nc(NC(=O)c3ccco3)sc2c1 | -1 | 4 | 13 | 0 | -44 | -39 | -21 | -9
O=C(NCCCCc1ccccc1)C1CC(c2ccccc2[N+](=O)[O-])=NO1 (centres undefined) | -1 | 0 | 6 | 2 | -15 | 6 | -21 | -2
O=C(Nc1ccc(F)cc1)N[C@@H]1CC[C@@H](CCNC(=O)c2ccccc2F)O[C@H]1CO | . | -5 | 2 | . | . | 1 | 17 | 1
CCCc1nc2cc(Cl)c([N+](=O)[O-])cc2o1 | . | -3 | 11 | 5 | -3 | -8 | -21 | .
CCC(=O)N(C)C[C@H]1Oc2cc(-c3cncnc3)ccc2S(=O)(=O)N([C@H](C)CO)C[C@@H]1C | 3 | 5 | -1 | 10 | . | 11 | 12 | 13
CC(C)(C)NC(=O)COC(=O)CCC(=O)c1cccs1 | . | 5 | -1 | . | -10 | 6 | -2 | .
CC(=O)c1cccc(NC(=O)COC(=O)[C@@H](NC(=O)OCc2ccccc2)C(C)C)c1 | -1 | . | . | -4 | -9 | . | -7 | 4

A section of the results above:
SMILES | PglD inh | ERAP1 HTS inh | S100A4 inh HTS | FN deposit inh | PAX8 reporter | EWS-Fli inh | LGR2 inh | PGC1a acetyl inh
CCCc1nc2cc(Cl)c([N+](=O)[O-])cc2o1 | . | -3 | 11 | 5 | -3 | -8 | -21 | .
CCC(=O)N(C)C[C@H]1Oc2cc(-c3cncnc3)ccc2S(=O)(=O)N([C@H](C)CO)C[C@@H]1C | 3 | 5 | -1 | 10 | . | 11 | 12 | 13
